# OX1R antag-1: human HCRTR1 antagonism | CHO/OX1R cells, Fluo-8 calcium fluorescence, orexin A | inhibition, % at 5 µM | actives 0.43% (n = 330,000) | AID 434989;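 active = inhibition above its plate's threshold, mean inhibition of all tested compounds on the plate plus 3 SD, cut at about 37% in these data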;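 also: 0% = orexin A challenge wells and 100% = SB-334867-A antagonist wells; not every result past the cut was called active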
# Target sequence (O43613 whole entry, looked up): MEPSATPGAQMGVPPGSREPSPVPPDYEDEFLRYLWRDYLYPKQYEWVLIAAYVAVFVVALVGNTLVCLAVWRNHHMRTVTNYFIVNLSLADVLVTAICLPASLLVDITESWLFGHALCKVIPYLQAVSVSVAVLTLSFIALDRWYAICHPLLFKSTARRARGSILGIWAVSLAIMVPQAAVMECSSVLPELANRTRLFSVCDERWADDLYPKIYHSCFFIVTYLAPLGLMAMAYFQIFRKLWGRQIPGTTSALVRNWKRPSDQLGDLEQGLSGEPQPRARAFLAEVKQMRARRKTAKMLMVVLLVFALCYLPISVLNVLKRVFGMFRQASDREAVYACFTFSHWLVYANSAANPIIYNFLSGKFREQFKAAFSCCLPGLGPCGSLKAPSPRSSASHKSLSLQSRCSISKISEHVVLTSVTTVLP
# CHT allo act: human CHT allosteric activation. AID 488977. actives 0.49% (n = 310,000). CHT-expressing cells, membrane potential dye, choline EC20; hits give high values; LV-AA mutant CHT in HEK293 cells. Q9GZV3. B-score at 10 µM;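 active = initial fluorescence not abnormally high and integrated response B-score, plate-corrected, over 3 SD above library mean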
# Target sequence (Q9GZV3 whole entry, looked up): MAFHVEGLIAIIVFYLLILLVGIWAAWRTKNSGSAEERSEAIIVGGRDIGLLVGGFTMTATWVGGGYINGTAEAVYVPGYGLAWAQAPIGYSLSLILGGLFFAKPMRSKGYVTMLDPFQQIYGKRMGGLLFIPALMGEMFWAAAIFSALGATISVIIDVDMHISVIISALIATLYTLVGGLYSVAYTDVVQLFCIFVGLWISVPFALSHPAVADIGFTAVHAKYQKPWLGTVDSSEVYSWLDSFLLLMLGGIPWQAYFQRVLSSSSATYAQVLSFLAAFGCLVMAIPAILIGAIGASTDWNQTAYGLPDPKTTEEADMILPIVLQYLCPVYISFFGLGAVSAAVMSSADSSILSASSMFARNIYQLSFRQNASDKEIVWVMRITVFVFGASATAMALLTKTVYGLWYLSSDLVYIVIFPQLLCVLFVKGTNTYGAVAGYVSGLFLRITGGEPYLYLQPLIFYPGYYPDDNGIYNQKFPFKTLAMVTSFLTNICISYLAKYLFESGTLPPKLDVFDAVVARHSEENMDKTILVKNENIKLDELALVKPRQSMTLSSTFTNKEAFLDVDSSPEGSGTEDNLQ
# OX1R antag-2: antagonists of human orexin 1 receptor (OX1R) | AID 485270 | OX1R-expressing cells, FRET antagonist read-out | actives 1.8% (n = 330,000) | inhibition, % at 6.6 µM | O43613; in the data active = inhibition mostly above about 38%, no sharp cut-off; inactive = mostly below about 40%;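 also: 0% = agonist challenge alone and 100% = reference antagonist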
# * marks the source's active call; other numbers are inactive results; i = inactive; . = not tested or not shown. Rows are unselected; 2.5% or so of the library scored in one or more.
SMILES,OX1R antag-1,CHT allo act,OX1R antag-2
CCCC(C)NC(=O)COC(=O)c1cccc(NS(C)(=O)=O)c1 (stereo unspecified),-9,i,16
CCOc1ccc(-n2c(C)c(C(=O)O)c3cc(OC)ccc32)cc1,-24,i,16
COc1ccc(CCNC(=O)c2cc(C)oc2C)cc1OC,-14,i,11
O=C(/C=N/O)NCc1cccnc1,-2,i,11
Cc1ccc2cc(CN(CCCN3CCOCC3)C(=O)NC3CCCCC3)c(=O)[nH]c2c1C,-22,i,2
Cc1ccc(NC(=O)CSc2nnc(C)n2C2CC2)cc1S(=O)(=O)N1CCOCC1,-20,.,9
CCCCCCn1c(CN2CCC(C)CC2)nc2c1c(=O)n(C)c(=O)n2C,-16,i,13
c1ccc(-c2ccc3c(c2)NCCN3)cc1,-41,i,15
COc1cc(OC)c(OC)cc1CNCCNC(=O)c1nonc1N,-11,i,13
CCCNC(=O)Nc1ccc(NC(C)=O)cc1,-3,i,8
CCOC(=O)c1c(C)[nH]c(C(=O)Nc2ccc(C)c(Cl)c2)c1C,-2,i,54
CCC(C)NC(=O)C1CCN(S(=O)(=O)c2cccs2)CC1 (stereo unspecified),-6,i,19
Cc1ccc(C(=O)C(C)[n+]2cccc(C(N)=O)c2)cc1 (stereo unspecified),-7,i,24
COc1cc(/C=N/N2C(=O)CSC2=S)ccc1O,14,i,21
COc1ccc(NC(=O)CSc2nc3sc(C)c(C)c3c(=O)n2Cc2ccco2)cc1,-23,i,13
COc1ccc(CCC(=O)Nc2ccc(N3CCOCC3)cc2)cc1,4,i,3
O=C(NCCNS(=O)(=O)c1ccccc1)c1ccc([N+](=O)[O-])cc1,-11,i,22
COc1ccc(OCC(=O)Nc2c(C)ccc3nsnc23)cc1,-6,i,21
COc1ccc(CNC(=O)CCCn2c(=S)[nH]c3cc4c(cc3c2=O)OCO4)cc1,-13,i,8
Cc1nc2ccccn2c1-c1csc(NCc2ccco2)n1,-12,i,29
CC(C)C(=O)NC(NC(=S)NC1CCS(=O)(=O)C1)C(Cl)(Cl)Cl (stereo unspecified),-2,i,7
CC1CN(C(=O)COC(=O)c2cccs2)CC(C)O1 (stereo unspecified),-24,i,13
CCOC(=O)C(NC(=O)c1ccccc1)(Nc1cccc(C)n1)C(F)(F)F (stereo unspecified),-17,i,26
CCOC(=O)c1c(NC(=O)C2CCCCC2)sc2c1CCN(C(C)C)C2,-27,i,16
CN1CCCCCC1=NC1=C(C#N)CCCC1,6,i,33

# Reformatted: entries from further up.
# Results follow in this order: OX1R antag-1, CHT allo act, OX1R antag-2
- COc1ccc(CNC(=O)CCCn2c(=S)[nH]c3cc4c(cc3c2=O)OCO4)cc1
  -13, i, 8
- Cc1nc2ccccn2c1-c1csc(NCc2ccco2)n1
  -12, i, 29
- CC(C)C(=O)NC(NC(=S)NC1CCS(=O)(=O)C1)C(Cl)(Cl)Cl (stereo unspecified)
  -2, i, 7

# The main list resumes, repeating the five entries before the break.
SMILES,OX1R antag-1,CHT allo act,OX1R antag-2
CC(C)C(=O)NC(NC(=S)NC1CCS(=O)(=O)C1)C(Cl)(Cl)Cl (stereo unspecified),-2,i,7
CC1CN(C(=O)COC(=O)c2cccs2)CC(C)O1 (stereo unspecified),-24,i,13
CCOC(=O)C(NC(=O)c1ccccc1)(Nc1cccc(C)n1)C(F)(F)F (stereo unspecified),-17,i,26
CCOC(=O)c1c(NC(=O)C2CCCCC2)sc2c1CCN(C(C)C)C2,-27,i,16
CN1CCCCCC1=NC1=C(C#N)CCCC1,6,i,33
O=C(CSc1nnc(C2CC2)n1C1CC1)c1ccc(F)c(F)c1,-10,.,4
CCOC(=O)C1Nc2ccc(C)cc2C2C=CCC12 (stereo unspecified),-13,i,16
O=C(C1CC1)N1CCc2cc(Br)cc(S(=O)(=O)N3CCN(c4ccccn4)CC3)c21,-3,i,14
CC(=O)C1=C(NC(=O)c2ccc(F)cc2)CC2C1C2(C)C (stereo unspecified),-60,i,12
COC(=O)N/N=C/c1cc(OC)c(O)c([N+](=O)[O-])c1,-18,i,51*
N#CCc1nn2c3c(cnc2c1C#N)C(=O)CCC3,-14,i,31
Cc1ccc(C(=O)Nc2cccc(C(=O)N/N=C/c3ccc(F)cc3)c2)cc1,-16,i,19
Cc1cccc2c(N=NC(=O)C(C)n3cnc4ccccc4c3=O)c(O)[nH]c12 (stereo unspecified),-18,i,14
O=[N+]([O-])c1ccc(Cl)c(S(=O)(=O)n2ccnc2)c1,-6,i,32
O=C(CSCc1ccc(Br)cc1)N1CCCC1,-4,i,9
CCCNC(=O)COC(=O)CCC(=O)c1ccc(F)cc1,-8,i,19
O=S(=O)(c1ccccc1)c1nc(-c2ccccc2)oc1NCCCN1CCOCC1,-20,i,30
Nc1nc2c(ncn2COC(CO)CO)c(=O)[nH]1,-4,i,15
C/C(=N\NC(=O)c1ccc(Cn2cc(Br)cn2)o1)c1cccc(NC(=O)C(C)(C)C)c1,-16,i,7
O=C(C(c1ccccc1)c1ccccc1)N1CCN(CCN2C(=O)c3cccc4cccc(c34)C2=O)CC1,-33,i,2
CC(C)C(NC(=O)C(NC(=O)C1OC2OC(C)(C)OC2C2OC(C)(C)OC12)C(C)C)C(=O)O (stereo unspecified),0,i,15
CCC1C(=O)N=C(SCC(=O)Nc2ccc(C)cc2)N(c2ccccc2)C1=O (stereo unspecified),-21,i,5
COC(=O)c1sccc1-c1ccc(/C=N/OCc2c(Cl)cccc2Cl)o1,-4,i,8
CSCC[C@H](NC(=O)c1nn(C)c(=O)c2ccccc12)c1nc2ccccc2[nH]1,-34,i,11
Cc1ncc(CN2CCC(CO)(CCc3ccccc3)CC2)s1,-23,i,17
COc1ccc(C2(O)CCN(CC(=O)Nc3nc(-c4ccccc4)cs3)CC2)cc1,-21,i,4
O=C(c1cc(Cl)c(=O)n(Cc2ccccc2)c1)N1CCOCC1,-12,i,4
Cc1ccc(NC(=O)CN2C(=O)NC3(CCCC3)C2=O)cc1S(=O)(=O)N1CCCCC1,-25,.,11
CC(=O)Nc1cccc(C(=O)OCC(=O)Nc2nnc(-c3ccccc3)o2)c1,-3,i,25
CC(=O)c1sc(NC(=O)C2CSC3(C)CCC(=O)N23)nc1-c1ccccc1 (stereo unspecified),-7,i,13

# Arranged by value in OX1R antag-1 (falling): some entries from above
SMILES	OX1R antag-1	OX1R antag-2
O=[N+]([O-])c1ccc(Cl)c(S(=O)(=O)n2ccnc2)c1	-6	32
C/C(=N\NC(=O)c1ccc(Cn2cc(Br)cn2)o1)c1cccc(NC(=O)C(C)(C)C)c1	-16	7
CCC1C(=O)N=C(SCC(=O)Nc2ccc(C)cc2)N(c2ccccc2)C1=O (stereo unspecified)	-21	5
CSCC[C@H](NC(=O)c1nn(C)c(=O)c2ccccc12)c1nc2ccccc2[nH]1	-34	11

# (next part)
SMILES,OX1R antag-1,CHT allo act,OX1R antag-2
Cc1ccc(/C=N/Nc2cccc(C(=O)O)c2)s1,5,i,4
C=CCN(Cc1nc(-c2ccccc2)no1)C(=O)c1ccoc1C,-11,i,25
CN1C(=O)c2ccc(N(C)C)cc2C1=O,1,i,65
CCN(CC)C(=O)CN1CCC(n2c(C)nc3cc(C(F)(F)F)ccc32)CC1,-37,i,1
O=C(O)C1CSC(c2coc3ccccc3c2=O)N1 (stereo unspecified),-4,i,-4
C=CCOc1ccc(C2/C(=C(\O)c3c(C)[nH]c(C(=O)OC)c3C)C(=O)C(=O)N2CCN(C)C)cc1 (stereo unspecified),-15,i,25
Cc1ccc(C)c(NC(=O)c2cnc3n(c2=O)CCS3)c1,-18,i,12
CCOC(=O)N1CCN(C(=O)c2ccc(-n3c(C)ccc3C)cc2)CC1,-30,i,16
CCCc1nnc(SCC(=O)N2CCCC(C)C2)n1CC1CCCO1 (stereo unspecified),-17,i,1
O=C(CSc1nnc(NC2CC2)s1)c1ccc[nH]1,-8,.,3
COC(=O)c1cc(OC)c(OC)cc1NC(=O)CCc1ccc(C)o1,-27,i,16
Cc1cccc(-n2c(SCCC(=O)O)nnc2-c2cccs2)c1C,0,i,16
Cc1cc2ccccc2n2c(SCC(=O)N3CCOCC3)nnc12,0,i,15
O=C(COC(=O)c1ccccc1NCCO)NCC1CCCCC1,-21,.,5
C=CCn1c(SCc2csc(C)n2)nc2scc(-c3ccc(C)o3)c2c1=O,-40,i,12
Cc1cccc(CCNC(=O)c2cccc3c2C(=O)N(C2CCCCC2)C3)c1,-20,i,3
CSc1ccccc1-c1nc(-c2ccncc2)no1,-10,i,0
CCOc1ccc2oc(C(=O)Nc3cc(C)ccn3)c(C)c2c1,-30,i,10
CCN(CC)C(=O)[C@H]1C[C@H](CC(=O)NCCN2CCOCC2)C(=O)N2CCc3c([nH]c4cc(-c5ccco5)ccc34)[C@]12C,-28,.,3
Cc1ccccc1OCC(=O)N1N=C(c2cccnc2)CC1(O)C(F)(F)F (stereo unspecified),-14,i,21
c1ccc(CSc2nnc3ccc(-c4cccs4)nn23)nc1,-5,i,20
CCN1CCN(c2ccc(NC(=O)CCc3c(C)nc4c(-c5ccc(F)cc5)c(C)nn4c3C)cc2)CC1,-6,i,11
Cc1cccc(OCCC(=O)Nc2ccc(F)c(Cl)c2)c1,-7,i,33
CCN1C(=O)[C@H]2[C@@H](c3ccc(C)cc3)N3C(=O)N(c4cccc(F)c4)C(=O)[C@@]3(C)[C@H]2C1=O,-15,i,10
O=C(COc1coc(CN2CCN(c3ccccc3)CC2)cc1=O)NCC1CCCO1 (stereo unspecified),-3,i,14
SMILES,OX1R antag-1,CHT allo act,OX1R antag-2
CN(C)CCOC(C1CCCCC1)C1CCCCC1,-26,i,7
COc1cc(C2C(C(=O)OC(C)C)=C(C)Nc3ncnn32)cc(OC)c1OC (stereo unspecified),-21,i,11
O=C(/C=C/NNC(=O)c1ccccc1O)c1ccccc1,-30,i,20
CC(C)=C1C2CCC1C(C(=O)Nc1cc(C)cc(C)c1)C2C(=O)O (stereo unspecified),-13,i,19
C=CCNC(=O)c1ccc2c(=O)n(CCCN3CCCC3=O)c(=S)[nH]c2c1,-12,i,15
COC(=O)c1c(NC(=O)c2cccnc2Cl)sc(C(=O)N(C)C)c1C,-7,i,-2
Cc1cc(C)c(S(=O)(=O)N2CCCCC2)cc1N(C)S(=O)(=O)c1ccc(Cl)cc1,-23,i,29
CC(=O)/C=C1\SC(CC(=O)O)C(=O)N1c1ccccc1 (stereo unspecified),-8,i,-5
CC(=O)C(Sc1nc(N(C)C)nc(N(C)C)n1)C(=O)Nc1ccccc1 (stereo unspecified),-13,i,45
Cn1c(=O)[nH]c(=O)c2c1nc(Br)n2CC(O)c1ccccc1 (stereo unspecified),-12,i,35
CC1(C)CC(=O)C2=C(C1)OC1=C(C(=O)CC(C)(C)C1)C2(C)C,-6,i,15
COCCn1c(SCC(=O)Nc2ccc3c(c2)OCCO3)nnc1-c1ccncc1,1,.,19
O=C(CNC(=O)c1ccccc1F)NCc1ccccn1,-3,.,8
C=CCN1C(=O)c2ccc(C(=O)N(CC(C)C)c3c(N)n(CCCC)c(=O)[nH]c3=O)cc2C1=O,-11,i,20
COc1cccc(N2CN(CCc3ccccc3)CNC2=S)c1,-7,i,1
CN(c1ccccc1)c1nc(-n2ccnc2)nc(-n2ccnc2)n1,-23,i,16
C/C(=N/NC(=O)CN(c1ccccc1)S(=O)(=O)c1ccccc1)c1ccccc1O,-24,i,50*
COc1ccc(-n2c(C)cc(/C=C3\SC(=O)NC3=O)c2C)cc1,-27,i,1
C=CCOc1ccc(C2=NOC(C(=O)Nc3ccc4c(c3)OCCO4)C2)cc1 (stereo unspecified),-11,i,7
C#CCNC(=O)C1=C[C@H](C)[C@@H](CCCO)[C@H](OCC)O1,-25,i,17
C=CCn1c(N)cc(=O)nc1SCC(=O)Nc1ccc(C)cc1,-18,i,3
S=c1[nH]nc(C2CCCCC2)n1/N=C/c1ccccn1,-7,i,20
CC(=O)Nn1c(-c2ccccc2)cc2ccccc21,8,i,-4
CC(=O)c1ccccc1-c1csc2ncnc(Sc3nnnn3C)c12,-17,.,4
Cc1cc(C(F)(F)F)n2nc(-c3cnn(C)c3C(F)(F)F)c(Br)c2n1,-13,i,23
SMILES,OX1R antag-1,CHT allo act,OX1R antag-2
O=C(CSc1ccc(-c2ccccn2)nn1)Nc1ccccc1,-4,i,9
O=c1c2ccccc2oc2nc(-c3cccs3)n(CCc3ccccc3)c(=O)c12,-24,i,10
CN(CC(=O)Nc1ccc(Cl)cc1)CC(=O)Nc1cc(Cl)ccc1C#N,-22,i,22
CS(=O)(=O)N(CCc1ccccc1)CC(=O)N1CCN(Cc2ccccc2)CC1,-26,i,17
Cc1ccc2nc(N3C(=O)C(O)=C(C(=O)c4ccco4)C3c3cccs3)sc2c1 (stereo unspecified),-3,i,13
O=C(CSc1nnc(CNC(=O)c2cccc(C(F)(F)F)c2)o1)NC1CCCCC1,-7,i,31
Cn1cc(/C=N/n2cnc3scc(-c4ccccc4)c3c2=O)c2ccccc21,-29,i,2
Cn1cccc1C(=O)NC(=O)COC(=O)c1cc([N+](=O)[O-])ccc1Cl,-5,i,54
CCC(C)(C(=O)NC1CCCC1)N(CC1CCCO1)C(=O)c1ccc2c(c1)OCO2 (stereo unspecified),-17,i,16
CCOC(=O)C1(Cc2cccc(OC)c2)CCCN(Cc2nccn2CC)C1 (stereo unspecified),-33,i,19
C=CCNC(=O)/C=C/c1c(F)cccc1Cl,-7,i,16
O=C(COC(=O)C1CC(=O)N(Cc2ccccc2)C1)Nc1ccc(Cl)cc1F (stereo unspecified),-5,i,19
CN1C(=O)c2ccc(NC(=O)CCS(=O)(=O)c3ccccc3)cc2C1=O,-12,i,13
CCOc1cc(Br)c(CC(=O)NC2CCCCCC2)cc1OCC,-29,i,9
O=C(NCC1CC1)[C@@H]1C[C@H]1[C@@H](NP(=O)(c1ccccc1)c1ccccc1)c1ccccc1,-45,i,9
COc1ccc(CCN2C(=NC(=O)CC(C)C)SC3CS(=O)(=O)CC32)cc1OC (stereo unspecified),-22,i,1

# High-throughput results deposited in PubChem by several laboratories.
